Screening data: PubChem BioAssay, several laboratories
TCR CD3 inh: human TCR-CD3 binding inhibition; TAMRA-labeled TCR probe fluorescence, biochemical; inhibition, % at 9.4 µM; 360,000 compounds, 0.37% hits; AID 651800; in the data active = inhibition above about 19%;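 note: recombinant mutant TCR 2C K166C tagged with TAMRA read by polarization; 0% = receptor in buffer alone and 100% = receptor with positive control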
LEDGF integ inh: blocks HIV-1 LEDGF/p75-dependent DNA integration; 370,000 compounds, 0.64% hits; TR-FRET IN-LEDGF/p75 DNA integration, Eu/Cy5; inhibition, % at 3.7 µM;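 active = inhibition above the screen-wide mean plus 3 SD, cut at about 13% in these data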;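 note: signal is the Cy5 over europium emission ratio at 671 and 618 nm; 0% = plate median of compound wells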
mABHD4 FP: ABHD4 (mouse) inhibition, primary FP screen | purified mABHD4, FP-Rh probe fluorescence polarization | Q8VD66 | inhibition, % at 8.92 µM | 370,000 compounds, 0.54% hits;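 active = inhibition exceeding the mean over every tested compound plus 3 SD, cut at about 30% in these data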;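 note: 0% = plate median of compound wells and 100% = S159A mutant with DMSO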
Target sequence (Q8VD66 whole entry, looked up): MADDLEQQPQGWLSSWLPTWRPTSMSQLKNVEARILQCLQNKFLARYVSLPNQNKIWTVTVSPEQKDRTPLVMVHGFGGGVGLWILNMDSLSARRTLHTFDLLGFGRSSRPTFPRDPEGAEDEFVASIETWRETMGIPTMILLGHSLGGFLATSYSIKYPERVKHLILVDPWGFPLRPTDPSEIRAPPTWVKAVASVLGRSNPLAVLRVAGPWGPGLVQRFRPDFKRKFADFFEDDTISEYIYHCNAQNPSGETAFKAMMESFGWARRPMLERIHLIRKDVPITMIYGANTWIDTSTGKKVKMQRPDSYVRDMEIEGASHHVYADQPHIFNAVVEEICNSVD
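Assay system: mouse ABHD4 enzyme, wild type / Also added: fluorescent activity-based probe FP-Rh / Doses: single nominal dose of 8.92 µM, 0.89% DMSO final / Timing: 45 min compound pre-incubation plus 60 min probe step, 25 °C / Signal: FP readout, ex 525 nm / em 598 nm / Control set: S159A mutant/DMSO as 100%, compound-well median as 0%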
TDP2 absorb: TDP2 (human) inhibition, absorbance primary screen; AID 720702; O95551; 370,000 compounds, 0.34% hits; inhibition, % at 12.8 µM; recombinant TDP2, T5PNP hydrolysis, p-nitrophenol absorbance 415 nm;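 active = inhibition above the mean of all tested compounds plus 3 SD, set per campaign, cut at about 25% in these data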;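 note: 0% = DMSO with enzyme and 100% = buffer with substrate but no TDP2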
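System – recombinant human TDP2 · Amount – 120 nM TDP2 per well · Buffer or medium – Mg2+-containing Tris-HCl buffer, pH 7.5 · Reagent – T5PNP substrate, 5 mM · Dosing – 12.8 µM single point, 1% DMSO · Incubation – 2 h at 37 °C · Measured by – epi absorbance · Read-out basis – percent inhibition · Benchmarks – high control without enzyme, low control DMSO plus TDP2 · Repeats – singlicate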
HTRA1 inhibitor: HTRA1 (human) protease inhibition; recombinant HTRA1, FP-rhodamine activity-based probe, fluorescence polarization; inhibition, % at 5.96 µM; AID 504803; Q92743; 340,000 compounds, 0.5% hits; in the data active = inhibition above about 36%;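 note: 0% = enzyme with DMSO and 100% = wells lacking enzyme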
rCAG binder: molecules binding r(CAG) RNA repeats; r(CAG) RNA repeat, TO-PRO-1 dye displacement fluorescence; inhibition, % at 3 µM; 370,000 compounds, 1.3% hits; AID 651821;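 active = inhibition above the plate cutoff, the mean of all test compounds on that plate plus 3 SD, cut at about 35% in these data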;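 note: 0% = DMSO alone and 100% = 100 µM mitoxantrone as full dye displacement; higher means more dye released from RNA so lower well fluorescence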
GC-B act: GC-B (human) receptor activation; HEK293-GC-B cells, CNP EC30, cGMP TR-FRET; 0% at EC30 CNP, 100% saturating CNP; activation, % at 10 µM; P20594; 370,000 compounds, 0.11% hits; AID 1920062;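 active = activation at 10 µM reaching about 35% in either raw or pattern-adjusted values, limit read from the data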
PRMT1 inh: inhibitors of human PRMT1 | AID 652257 | inhibition, % at 2.79 µM | 370,000 compounds, 1.3% hits | recombinant PRMT1, activity-based probe fluorescence polarization;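 active = inhibition above about 21% made by adding two undisclosed values, limit read from the data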
SIAE primary: human SIAE inhibition, primary screen. SIAE FP-Rh probe binding, fluorescence polarization. inhibition, % at 9.66 µM. 370,000 compounds, 0.69% hits. AID 1053197;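 active = inhibition above a cutoff: mean of compounds within the control limits plus 3 SD of those, cut at about 17% in these data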;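 note: 0% = plate median of compound wells and 100% = probe without SIAE protein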
Target sequence (Q9HAT2 whole entry, looked up): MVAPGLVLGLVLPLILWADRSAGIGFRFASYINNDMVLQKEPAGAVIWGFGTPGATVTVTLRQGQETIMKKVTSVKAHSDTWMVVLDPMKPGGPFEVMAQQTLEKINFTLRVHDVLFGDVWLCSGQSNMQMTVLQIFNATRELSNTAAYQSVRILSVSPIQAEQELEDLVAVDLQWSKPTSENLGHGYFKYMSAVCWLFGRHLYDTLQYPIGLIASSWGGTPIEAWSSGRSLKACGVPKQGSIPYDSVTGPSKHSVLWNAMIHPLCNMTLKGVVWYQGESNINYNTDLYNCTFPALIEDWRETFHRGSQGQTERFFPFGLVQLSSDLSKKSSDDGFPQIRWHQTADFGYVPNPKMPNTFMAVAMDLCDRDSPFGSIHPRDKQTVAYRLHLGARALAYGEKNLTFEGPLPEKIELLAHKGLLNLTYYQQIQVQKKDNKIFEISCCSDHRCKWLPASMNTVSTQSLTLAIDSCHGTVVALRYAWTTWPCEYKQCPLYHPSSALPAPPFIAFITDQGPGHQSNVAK
MBD2 DNA inh: blocks human MBD2 binding to methylated DNA | Q9UBB5 | TR-FRET, MBD2 binding to methylated oligonucleotide | 370,000 compounds, 0.31% hits | inhibition, % at 4.4 µM; in the data active = inhibition above about 13%
* marks the source's active call; other numbers are inactive results; / = not tested or not shown.

1	CCOc1ccc(NS(=O)(=O)c2cccc(C(=O)NCC3(N(C)C)CCCCC3)c2)cc1
2	CSCCC(NC(=O)c1ccco1)C(=O)NCC1CCCCC1 (centres undefined)
3	Cc1c(/C=N\NC(=O)c2ccc([N+](=O)[O-])cc2)cnn1C
4	NCC1C2CCC(O2)C1CO (centres undefined)
5	COCCCNC(=O)C[C@H]1C[C@@]2(C(=O)OC)C(=C[C@H](C(C)(C)C)O[C@@H]2C)N(Cc2ccc(Cl)cc2Cl)C1=O
6	C=CCn1c(N)c(C(=O)Nc2cccc(C)c2)c2nc3ccccc3nc21
7	CCCCCC(=O)Nc1ccc(C(=O)N/N=C/c2ccc([N+](=O)[O-])cc2)cc1
8	C/C=C/c1ccc(OCC(=O)OCc2csc(Nc3ccc(C)cc3)n2)c(OC)c1
9	c1ccc(-n2c(Sc3cnccn3)nnc2-c2cccs2)cc1
10	COC(=O)CCC(C)N1CCC(Oc2ccc(C(=O)NCc3ccccn3)cc2)CC1 (centres undefined)

Compound,1,2,3,4,5,6,7,8,9,10
TCR CD3 inh,-2,3,2,2,/,10,-4,0,4,3
LEDGF integ inh,-3,-3,0,56*,3,4,-1,0,3,1
mABHD4 FP,9,4,7,1,-8,-2,4,4,-9,3
TDP2 absorb,9,2,1,-1,-3,2,-4,6,-6,-2
HTRA1 inhibitor,-1,7,7,5,/,-42,-6,-27,-11,-1
rCAG binder,-5,-1,2,-1,1,34,2,1,4,-4
GC-B act,-2,5,-2,2,-17,-11,2,-2,4,2
PRMT1 inh,5,7,-2,-8,5,2,0,0,-2,-1
SIAE primary,3,4,6,-3,-6,5,1,12,8,4
MBD2 DNA inh,8,-1,-3,4,-4,-8,2,-4,-7,4

Record cards (already shown). Order of values: TCR CD3 inh, LEDGF integ inh, mABHD4 FP, TDP2 absorb, HTRA1 inhibitor, rCAG binder, GC-B act, PRMT1 inh, SIAE primary, MBD2 DNA inh
`CSCCC(NC(=O)c1ccco1)C(=O)NCC1CCCCC1` (centres undefined) reads 3, -3, 4, 2, 7, -1, 5, 7, 4, -1
`CCCCCC(=O)Nc1ccc(C(=O)N/N=C/c2ccc([N+](=O)[O-])cc2)cc1` reads -4, -1, 4, -4, -6, 2, 2, 0, 1, 2
`C=CCn1c(N)c(C(=O)Nc2cccc(C)c2)c2nc3ccccc3nc21` reads 10, 4, -2, 2, -42, 34, -11, 2, 5, -8
`C/C=C/c1ccc(OCC(=O)OCc2csc(Nc3ccc(C)cc3)n2)c(OC)c1` reads 0, 0, 4, 6, -27, 1, -2, 0, 12, -4
`CCOc1ccc(NS(=O)(=O)c2cccc(C(=O)NCC3(N(C)C)CCCCC3)c2)cc1` reads -2, -3, 9, 9, -1, -5, -2, 5, 3, 8

Later entries
11	Brc1ccc(-c2csc(-c3ccncc3)n2)cc1
12	O=c1ccc(/C=C/c2ccccc2)nn1Cc1ccccc1Cl
13	O=C(Nc1cccc(Oc2ccccc2)c1)C1Cc2c(-c3ccc4c(c3)OCO4)ccnc2O1 (centres undefined)
14	O=C(CCc1nnc(-c2ccc3c(c2)OCO3)o1)N(Cc1ccncc1)CC1CCCO1 (centres undefined)
15	Cc1cnc(CN(C)Cc2c(C(=O)N3CCCCCCC3)nc3ccc(Cl)cn23)[nH]1
16	CC(=O)c1cccc(NC(=O)c2cc(S(=O)(=O)N3CCOCC3)cs2)c1
17	CN1CCN(C(=O)c2cc(-c3ccco3)on2)CC1
18	Cc1c(NC(=O)c2ccc3c(c2)OCO3)cccc1-c1nc2ncccc2o1
19	CC(C)C(O)(c1ccccc1)C(CN1CCOCC1)c1ccccc1 (centres undefined)
20	CCCCn1c(N)c(N(CC(C)C)C(=O)C(C)SCc2nc3sc(C)c(C)c3c(=O)[nH]2)c(=O)[nH]c1=O (centres undefined)

Compound,11,12,13,14,15,16,17,18,19,20
TCR CD3 inh,4,1,5,9,10,-5,2,-3,-2,-7
LEDGF integ inh,-4,-1,3,-1,0,2,-1,0,-2,-2
mABHD4 FP,-5,-7,-14,-3,-8,-18,12,-9,1,7
TDP2 absorb,-11,11,-8,1,-13,0,2,-13,0,-6
HTRA1 inhibitor,-30,-56,/,0,-1,-4,6,0,-7,11
rCAG binder,2,-2,11,-4,-4,1,-2,4,-11,0
GC-B act,-6,6,6,3,4,-2,5,1,-16,1
PRMT1 inh,-2,-1,-1,-1,-7,3,0,7,2,8
SIAE primary,-4,-8,-26,6,-8,-8,-4,-1,7,0
MBD2 DNA inh,-6,-1,0,-1,-2,10,-4,3,5,20*

21	Cc1cc(OCCn2cnc3ccccc3c2=O)ccc1[N+](=O)[O-]
22	Cc1ccc(NC(=O)CSc2nnc(Cn3cnc4ccccc43)o2)cc1
23	CC(C)c1ccc(NC2CCCN(C(=O)CCc3cnn(C)c3)C2)cc1 (centres undefined)
24	C=C1CCN(C(C(=O)OC)C(C)C)S(=O)(=O)c2ccccc21 (centres undefined)
25	COc1ccc(NC(=S)NC(=NS(=O)(=O)c2ccc(Cl)cc2)c2ccccc2)cc1
26	CCCc1cc(=O)oc2c(C)c(OCC(=O)N3CCC(C(=O)O)CC3)ccc12
27	COc1ccc(-n2c(COc3cccc(C)c3)nnc2SCC(=O)NCc2ccco2)cc1
28	O=C(O)CCCC(=O)Nc1ccc(OCc2nc3ccccc3s2)cc1
29	Cc1cc(C)cc(OCCCC(=O)O)c1
30	O=C(CCCCCNC(=O)c1ccccc1Br)N=Nc1c(O)[nH]c2ccccc12

Compound,21,22,23,24,25,26,27,28,29,30
TCR CD3 inh,-2,-4,3,4,-5,7,-10,-4,3,1
LEDGF integ inh,-1,-2,0,-1,5,2,3,-5,1,-6
mABHD4 FP,5,-2,1,2,-7,1,-12,-2,8,2
TDP2 absorb,11,13,-9,-1,-17,2,-16,-1,0,-5
HTRA1 inhibitor,4,-6,1,1,-5,-2,-26,1,6,3
rCAG binder,-1,-1,-10,-5,2,1,-3,4,0,-1
GC-B act,-4,/,3,-2,1,0,-8,6,2,-3
PRMT1 inh,-3,1,-2,1,0,-1,3,26*,0,5
SIAE primary,4,2,7,-1,-4,-7,-2,-4,-1,-6
MBD2 DNA inh,1,0,2,-11,-2,0,6,-2,-2,-9

Continuation.
Below each compound: TCR CD3 inh	LEDGF integ inh	mABHD4 FP	TDP2 absorb	HTRA1 inhibitor	rCAG binder	GC-B act	PRMT1 inh	SIAE primary	MBD2 DNA inh
#31 OCCn1cnc2c(SCc3ccccc3)ncnc21
→ -1	-3	-2	1	8	1	1	1	-4	1
#32 CCCOc1cc(C)c(Cl)cc1S(=O)(=O)N(CC)CC
→ 2	1	-7	6	-9	-7	-8	0	0	-4
#33 C[C@H]1COC(=O)[C@@H](CC(=O)OC(C)(C)C)C/C=C\C[C@@H](CC(=O)N[C@H](CO)Cc2ccccc2)C(=O)N1
→ 4	-4	2	3	7	-10	3	-1	4	4
#34 S=C(NCc1cccnc1)Nc1ccc(Cl)c(Cl)c1
→ 4	3	-16	-23	-8	6	0	3	-9	-2
#35 CCC1CCCCN1C(=O)C1CC(c2cc(Cl)c(OC)cc2OC)=NO1 (centres undefined)
→ 3	-2	-2	-1	2	-5	-2	1	-3	0
#36 Cc1cccc(C(=O)NNC(=O)c2c(O)c3ccccc3n(C)c2=O)c1
→ 15	-3	-1	-2	2	6	13	1	-5	6
#37 Cc1[nH][nH]c(=O)c1C=NCc1cccs1
→ -8	3	0	9	-1	0	5	-3	1	2
#38 COc1ccc(C2CC(=O)C(C3NCCc4ccccc43)=C(O)C2n2cncn2)cc1 (centres undefined)
→ -1	-2	4	-9	6	-1	2	2	-4	1
#39 CCCCN(C(=O)CNC(=O)c1ccco1)C(C(=O)NC1CCCCC1)c1ccc(OC)cc1OC (centres undefined)
→ -1	-2	-2	10	-3	-11	-13	0	1	5
#40 C/C(=N/NC(=O)c1ccccn1)c1ccc(O)cc1
→ 6	1	3	0	6	0	-2	-3	0	-6
#41 CCOC(=O)C1CCCCN1C(=O)c1cc2ccc(OC)cc2c2cc(OC)c(OC)cc12 (centres undefined)
→ 4	2	2	-2	-18	-4	1	-7	-9	2
#42 Cc1cccc2c(=O)c(Br)c(C)n(Cc3ccccc3)c12
→ 0	-1	-3	4	-1	1	-2	-2	-1	0
#43 CC(C)CNC(=O)C1C(=O)Nc2ccccc2C(=O)N1C1CCCCC1 (centres undefined)
→ 0	1	3	3	/	-2	-15	-2	9	2
#44 COc1ccc([C@H]2N[C@]3(CCCN(Cc4ccc(F)cc4)C3=O)[C@H]3C(=O)N(C)C(=O)[C@@H]23)cc1
→ -2	-1	4	7	0	0	5	3	-1	5
#45 CN(C)c1nc(C(=O)Nc2ccccc2)nc(N(C)C)n1
→ 3	2	-3	-4	-6	-7	2	0	0	-4
#46 CC(=O)N1CCN=C1SCc1ccc(C(F)(F)F)cc1
→ -5	-5	-1	-6	1	-4	11	3	4	3
#47 Cc1nn(CC(=O)Nc2ccc(S(=O)(=O)N(C)C)cc2)c(C)c1[N+](=O)[O-]
→ 4	-3	5	8	2	2	6	-3	0	1
#48 O=C(NCCc1ccccc1)C1(c2ccccc2)CCCC1
→ 6	-1	-2	13	-6	-7	-6	-3	-8	2
#49 CCOC(=O)c1ccc(COc2nc3ccccc3nc2-c2ccccc2NC(C)=O)o1
→ -2	-3	-3	-1	4	-4	2	1	-1	3
#50 CC(Sc1nc(O)c(-c2ccccc2)c(=O)[nH]1)C(=O)Nc1ccc(Cl)cc1 (centres undefined)
→ -6	-3	3	7	2	3	-3	2	0	3
#51 COc1ccc(CNC(=O)C2CCN(C(=O)N3CCOc4ccc(C)cc43)CC2)cc1
→ -5	0	4	-7	-1	0	14	0	5	3
#52 CCOC(=O)c1sc(NC(=O)CNCc2ccccn2)c(C(=O)OCC)c1C
→ -14	0	11	26*	1	-2	-3	1	-6	3
#53 CCOC(=O)C1=C(CC)Nc2ccccc2N/C1=N\S(=O)(=O)c1cc(Br)ccc1Br
→ 3	2	-42	16	/	63*	6	0	3	3
#54 OCCN1CCN(C(=S)NC2CCCC2)CC1
→ 6	4	-9	-8	4	-2	0	-5	4	3
#55 COc1ccc(C(=O)NCCOc2ccccc2)cc1S(=O)(=O)N1CCOCC1
→ -2	-3	8	3	-3	4	1	-1	0	1
#56 O=C(N=C1c2ccccc2CN1c1ccc(F)cc1)c1ccc(Cl)nc1
→ -3	-2	9	-4	3	2	-2	1	-1	5
#57 O=C(Cn1c(=O)c(=O)n(Cc2ccccc2)c2ccc(Cl)cc21)Nc1cccc(F)c1
→ -4	4	6	-2	-6	3	3	-2	1	3

This is a subset. The share of hits here may be higher or lower than overall.
